Screens (PubChem)
MDM2 E3 inh = MDM2-luciferase reporter signal enhancers, primary screen, MDM2 E3 ligase inhibitor project, cell-based, luminescence, 1536-well; E3 ubiquitin-protein ligase Mdm2 (Homo sapiens), Q00987; cell-based MDM2 ubiquitination luciferase reporter, 2 h; 0 = plate control, 100 = twice control, blank-subtracted; signal enhancement, % at 5 µM; actives 0.11% (n = 210,000); AID 1230, 2008;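 active means signal enhancement of 30% or more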;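 further: luminescence tracks abundance of the self-degrading MDM2-luciferase fusion protein; higher signal means inhibition of MDM2 E3 ligase activity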
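Test system: mammalian cells stably expressing self-ubiquitinating, self-degrading MDM2 E3–luciferase fusion; Amount: 2000 cells in each well; Medium: DMEM; Schedule: 4 h settle plus 2 h compound, 37 °C; Technique: SteadyLite luciferase luminescence after 15 min room-temperature reagent incubation; Benchmarks: plate control and blank wells.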
Hck Nef HTS = inhibitors of Nef-activated human Hck kinase, primary screen, biochemical, Z-Lyte FRET, 384-well, Hck-YEEI; Tyrosine-protein kinase HCK (Homo sapiens), P08631; Recombinant Hck-YEEI plus Nef, Z-Lyte FRET kinase assay; inhibition, % at 20 µM; actives 0.68% (n = 220,000);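 active means Hck-Nef kinase inhibition above about 50%, limit read from the data; inactive means inhibition below that limit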;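 further: 0% = DMSO with Hck plus Nef and 100% = Hck alone without Nef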
NPY-Y1 antag = NPY-Y1 receptor antagonists, primary screen, cell-based; HEK293-CNG Y1 cells, membrane potential fluorescence; NPY at EC95, then isoproterenol; inhibition, % at 3.6 µM; actives 1% (n = 200,000);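 active means inhibition above the campaign mean inhibition of all tested compounds plus 3 SD, cut at about 20% in these data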;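 further: 0% = DMSO wells given NPY plus isoproterenol and 100% = isoproterenol alone without NPY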
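Material: HEK293 Y1/CNG channel cell line; also added: NPY (25 nM), isoproterenol (1 µM), Ro 20-1724 (25 µM); doses: one concentration, 3.6 µM, in 0.4% DMSO; schedule: compound incubation 1 h at room temperature, readout 45 min post-stimulation; technique: membrane potential fluorescence; measure: fluorescence ratio normalized to % inhibition between controls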
NPY-Y2 PAM-ag = NPY-Y2 potentiators or agonists, primary screen, cell-based; Neuropeptide Y receptor type 2 (Homo sapiens), P49146; activation, % at 3.6 µM; cells expressing NPY-Y2, potentiator/agonist read-out; actives 0.45% (n = 220,000); AID 1359, 2008; in the data active means activation above about 27%;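 further: cells stimulated with NPY near EC25 plus isoproterenol at EC100; 0% = vehicle plus submaximal agonist and 100% = vehicle plus saturating agonist; some results beyond the cut were filed as inactive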
p97 ATPase inh = inhibitors of human p97 ATPase, primary screen, biochemical; AID 1481, 2009; recombinant p97 ATPase, Kinase-Glo ATP luminescence, 3 h; Transitional endoplasmic reticulum ATPase (Homo sapiens), P55072; inhibition, % at 8 µM; actives 0.42% (n = 220,000); in the data active means inhibition above about 15%;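 further: 0% = DMSO vehicle and 100% = wells lacking enzyme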
Runt-SMMHC FRET = inhibitors of RUNX1 Runt–CBFb-SMMHC binding, primary screen, biochemical, FRET, Cerulean-Runt, Venus-CBFb-SMMHC, uHTS; Runt-related transcription factor 1 (Homo sapiens) + Core-binding factor subunit beta …; Cerulean-Runt/Venus-CBFb-SMMHC FRET ratio 530/480, 1 h; inhibition, % at 20 µM; actives 0.74% (n = 220,000);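 active means mean inhibition across duplicate retests at 20 µM reaching about 50%, limit read from the data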;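 further: 0% = DMSO wells and 100% = wells with excess untagged CBFb-SMMHC; inhibitors lower the FRET ratio by blocking Runt binding to CBFb-SMMHC; some results filed as inactive read as strong as hits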
Target sequence (Q01196 whole entry, looked up): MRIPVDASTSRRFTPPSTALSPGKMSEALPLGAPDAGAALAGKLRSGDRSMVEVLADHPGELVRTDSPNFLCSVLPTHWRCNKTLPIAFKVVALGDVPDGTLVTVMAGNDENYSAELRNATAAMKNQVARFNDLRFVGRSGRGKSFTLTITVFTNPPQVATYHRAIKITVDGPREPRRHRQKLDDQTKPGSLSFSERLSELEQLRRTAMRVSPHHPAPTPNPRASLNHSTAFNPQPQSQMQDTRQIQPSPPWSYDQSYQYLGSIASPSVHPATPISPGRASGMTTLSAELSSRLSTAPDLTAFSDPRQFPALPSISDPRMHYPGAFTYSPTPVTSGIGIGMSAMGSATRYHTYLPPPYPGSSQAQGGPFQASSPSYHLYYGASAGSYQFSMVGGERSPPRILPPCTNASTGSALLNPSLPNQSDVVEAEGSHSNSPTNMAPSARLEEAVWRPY
Target sequence (Q13951 whole entry, looked up): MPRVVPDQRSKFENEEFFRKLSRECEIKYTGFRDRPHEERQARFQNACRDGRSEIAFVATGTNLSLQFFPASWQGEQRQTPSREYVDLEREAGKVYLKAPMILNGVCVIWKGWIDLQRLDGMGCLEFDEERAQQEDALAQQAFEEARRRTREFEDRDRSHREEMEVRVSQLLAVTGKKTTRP
NPY1 pot ag = NPY-Y1 receptor potentiators or agonists, primary screen, cell-based; Neuropeptide Y receptor type 1 (Homo sapiens), P25929; actives 0.37% (n = 220,000); NPY-Y1 expressing cells, potentiator/agonist activation; activation, % at 3.6 µM; in the data active means activation above about 33%, passing the limit was not always enough;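 further: cells stimulated with NPY at EC10 then isoproterenol at EC100; 0% = low agonist plus stimulus and 100% = saturating agonist plus stimulus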
Runt-CBFb FRET = inhibitors of RUNX1 Runt–CBFb binding, primary screen, biochemical, FRET, Cerulean-Runt, Venus-CBFb, uHTS. inhibition, % at 20 µM. actives 0.46% (n = 220,000). AID 1496, 2009. Runt-related transcription factor 1 (Homo sapiens) + Core-binding factor subunit beta …. Cerulean-Runt/Venus-CBFb FRET ratio 530/480, 1 h;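 active means inhibition over about 50% at 20 µM in the single-dose screen, limit read from the data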;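 further: 0% = DMSO wells and 100% = excess unlabeled CBFb competitor control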
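Schedule: protein complex preformed 1 h, compound exposure 1 h, room temperature, dark; test system: Cerulean-labeled Runt domain protein; amount: 100 nM per protein; buffer or medium: Tris 50 mM pH 7.5, KCl, K2SO4, 0.01% BSA; read-out: loss of energy transfer signal; detection: FRET fluorescence; controls: 5 µM unlabeled CBFb as full-inhibition high control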
RBBP9 inh = human RBBP9 inhibitors, primary screen, biochemical, fluorescence polarization, FP-Rh probe, HTS | Serine hydrolase RBBP9 (Homo sapiens), O75884 | recombinant RBBP9 | inhibition, % at 7.94 µM | actives 0.2% (n = 220,000) | AID 1515, 2009;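 active means inhibition above the campaign mean of all tested compounds plus 3 SD, cut at about 14% in these data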;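 further: plate controls were DMSO wells with RBBP9 for no effect and wells lacking RBBP9 protein for full effect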
Target sequence (O75884 whole entry, looked up): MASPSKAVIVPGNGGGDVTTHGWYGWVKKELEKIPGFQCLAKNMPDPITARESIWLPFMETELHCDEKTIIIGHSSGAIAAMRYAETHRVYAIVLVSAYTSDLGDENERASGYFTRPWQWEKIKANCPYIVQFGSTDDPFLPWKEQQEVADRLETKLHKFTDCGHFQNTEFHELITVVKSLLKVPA
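Controls: DMSO-treated enzyme wells and wells lacking RBBP9 | Material: RBBP9 protein | Technique: Fluorescence polarization | Replication: Single well per compound, no replicates | Buffer or medium: Tris-NaCl-Pluronic buffer, pH 8.0 | Timing: 30 min compound preincubation, 45 min probe labeling, 25 °C | Read-out basis: Percent inhibition from mP, scaled between DMSO and no-protein wells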
* marks the source's active call; other numbers are inactive results; · = not tested or not shown. Rows are unselected; 3.5% or so of the library scored in one or more.

no.	structure	NPY1 pot ag	Runt-SMMHC FRET	p97 ATPase inh	NPY-Y2 PAM-ag	RBBP9 inh	Hck Nef HTS	Runt-CBFb FRET	MDM2 E3 inh	NPY-Y1 antag
1	CCN1CCN(CC(=O)n2c3c(c4ccccc42)CC(C)CC3)CC1 (centres undefined)	-29	-2	-6	-39	-7	7	0	5	12
2	Cn1c(C(=O)N2CCCCCC2)cc2c(=O)n(C)c3ccccc3c21	-4	-2	-1	15	-6	2	1	-11	4
3	CCc1cc(C(=O)OC)c(NC(=O)C2CC(=O)NN2Cc2ccccc2)s1 (centres undefined)	12	0	-1	12	4	1	-2	11	-4
4	Cc1ccccc1NS(=O)(=O)c1cccc(-c2nnc(-c3ccccc3)o2)c1	-41	1	2	0	-10	0	0	-18	19
5	O=C(NCc1ccccn1)c1ccc(CS(=O)(=O)Cc2ccc(Cl)cc2)o1	7	2	1	5	-6	0	0	-6	-5
6	CCOC(=O)c1ccc2[nH]c3c(c2c1)CCCC3C(=O)OCC (centres undefined)	-6	3	-1	-9	-5	0	-4	-12	1
7	Cc1cccc2cc(/C=C/C(=O)c3ccco3)c(Cl)nc12	-10	-9	4	-9	-2	15	4	-5	·
8	c1ccc(CCNc2ncnc3scc(C4COc5ccccc5O4)c23)cc1 (centres undefined)	-50	-1	-6	-13	-10	7	-10	-18	8
9	Cc1noc2ncnc(Sc3ccccc3Cl)c12	-1	-4	0	-10	-6	-2	4	-9	2
10	CC12CN(Cc3ccccc3)CC(C)(CN(Cc3ccccc3)C1)C2=NO	12	2	-4	10	-6	1	-1	-10	13
11	Cc1ccc(NS(=O)(=O)c2sc3ccc(Cl)cc3c2C)cc1	6	-5	2	-1	-8	5	5	-18	·
12	O=C(COC(=O)c1ccc([N+](=O)[O-])o1)Nc1nc2ccccc2s1	7	-6	12	-18	-2	0	1	-18	·
13	CNc1nc(Cl)nc(NC(C)(C)C)n1	10	0	-6	-16	-9	-1	-2	7	5
14	O=S1(=O)CC(N2CCOCC2)c2ccccc21 (centres undefined)	1	-9	4	12	0	0	-1	-17	-3
15	C=CCn1c(SCc2c(C)noc2C)nc2ccccc2c1=O	-61	1	-5	-30	-1	3	0	-10	64*
16	CCCCCC(O)CCc1n[nH]c(=S)n1-c1ccccc1 (centres undefined)	-28	9	4	-12	-8	-2	2	-17	-2
17	NNC(=O)COc1cccc(Oc2ccccc2)c1	-17	2	-4	-13	-1	17	0	-19	5
18	O=C(CN1C(=O)C2CC=CCC2C1=O)Nc1nnc(SCc2c(Cl)cccc2Cl)s1 (centres undefined)	-1	-7	2	6	-3	14	-2	-7	3
19	Cc1ccc(NC(=O)c2ccc(OC(=O)COc3ccc(Cl)c(C)c3)cc2)cc1	-9	0	-4	-8	-9	-1	1	-3	7
20	O=C(Nc1ccc(N2CCN(C(=O)c3ccccc3)CC2)c(Cl)c1)c1ccc(Br)o1	15	0	1	-2	-10	6	0	-15	-5
21	O=C(CCCCCN1C(=O)CCC1=O)NCc1ccccc1	-3	4	2	9	-7	1	0	-10	3
22	Cc1cccc2c1nc(-c1ccccc1)n1nnnc21	-17	0	-4	-2	-8	-9	-3	7	3
23	CCc1cccc(CC)c1NC(=O)COC(=O)C1(C)CC1(Cl)Cl (centres undefined)	-4	0	1	-7	-7	-9	0	0	29*
24	CCN(CC)C(=O)Oc1ccc(Cl)c2ccccc12	-8	4	-1	4	-1	-3	-1	-22	4
25	CCN(CC)C(=S)NC(=O)c1cc(OC)c(OC)c(OC)c1	8	-6	2	2	-1	-9	3	-15	0
26	C=CCc1ccc(OCCCCN2CC(C)CC(C)C2)c(OC)c1 (centres undefined)	-19	0	0	-26	-1	-12	-1	-9	7
27	Cc1c(C(=O)O)cccc1-n1c(C)cc(/C=N/Nc2ccc([N+](=O)[O-])cn2)c1C	19	-18	4	10	-5	62*	-9	-1	·
28	O=C(Cc1ccccc1)NCc1ccccn1	0	0	5	2	0	17	0	12	1
29	COc1ccc(-n2c(-c3ccccc3)nnc2-c2ccc(Cl)cc2)cc1	-12	-4	4	-13	-1	3	-2	-5	8
30	NC(=S)n1[nH]c(-c2ccc([N+](=O)[O-])cc2)c(N=Nc2cccc([N+](=O)[O-])c2)c1=O	13	-3	3	9	-5	76*	1	-12	0

The closing 2 compounds of the section above are carried over, then new ones follow:
no.	structure	NPY1 pot ag	Runt-SMMHC FRET	p97 ATPase inh	NPY-Y2 PAM-ag	RBBP9 inh	Hck Nef HTS	Runt-CBFb FRET	MDM2 E3 inh	NPY-Y1 antag
29	COc1ccc(-n2c(-c3ccccc3)nnc2-c2ccc(Cl)cc2)cc1	-12	-4	4	-13	-1	3	-2	-5	8
30	NC(=S)n1[nH]c(-c2ccc([N+](=O)[O-])cc2)c(N=Nc2cccc([N+](=O)[O-])c2)c1=O	13	-3	3	9	-5	76*	1	-12	0
31	Cc1nc(C)c(C(=O)C2=C(O)C(=O)N(CCN(C)C)C2c2ccccc2)s1 (centres undefined)	15	-7	0	4	0	-1	-2	-20	-3
32	O=C(NC1CCCCCCC1)C1=COCCO1	-10	2	5	17	-12	-5	0	-2	0
33	COc1ccc(N2CCN(CCNC(=O)CCN3C(=O)COc4ccccc43)CC2)cc1	-3	-4	5	-5	1	-2	4	-12	1
34	Cc1csc(SCC(=O)NC(=O)NCc2ccccc2)n1	-15	0	3	-9	8	1	-1	4	-6
35	CCOc1ccc(S(=O)(=O)N2CCN(C(=S)NC3CC3)CC2)cc1	-2	-1	2	4	-4	21	-1	-3	-2
36	CC1CC(OCC(O)C[N+]2(C)CCOCC2)CC(C)(C)C1 (centres undefined)	7	6	-5	-3	-7	16	0	-10	5
37	O=C(CCS(=O)(=O)c1ccccc1)Nc1cccc(-c2nc3ccccc3s2)c1	-24	3	-8	6	-19	-1	-2	-6	-6
38	CC12CCC(C(=O)NC3CCCC3)(CC1=O)C2(C)C (centres undefined)	-31	2	-3	12	-5	-20	-2	-2	-4
39	CC(=O)Nc1cccc(NC(=O)CSc2nnnn2-c2ccc3c(c2)OCO3)c1	1	1	5	-3	5	27	3	·	·
40	O=C(Nc1nc2ccccc2s1)C1CCCO1 (centres undefined)	12	-4	0	22	11	2	-2	-29	-3
41	CC(=O)Nc1ccc(C2=NNC(=Nc3cccc(S(=O)(=O)N(C)C)c3)SC2)cc1	19	22	13	6	4	33	40	-15	6
42	O=C(NCc1cccnc1)C(=O)NCC(c1ccco1)N1CCN(c2ccccc2)CC1 (centres undefined)	6	0	3	-9	0	2	2	-6	3
43	Cc1ccc(C)c(OCC(=O)NC(Cc2c[nH]c3ccccc23)C(=O)O)c1 (centres undefined)	-25	-1	2	-21	-2	19	2	5	9
44	CCn1c(=NC(=O)c2ccc(S(=O)(=O)N3CCOCC3)cc2)sc2cccc(OC)c21	-13	-8	-2	-10	0	-3	-4	-3	5
45	O=C(O)CC(c1cccc(C(F)(F)F)c1)N1CCS(=O)(=O)CC1 (centres undefined)	-16	2	1	-6	-7	4	-1	4	-5
46	COc1ccc(-n2nc(C(=O)NCC(=O)NCc3ccco3)c3ccccc3c2=O)cc1Cl	-10	5	1	-24	4	2	-4	-13	2
47	COC(=O)CCCC1=CC2=CC(=O)C(C)(OC(=O)c3cccs3)C(=O)C2=CN1c1cccc(C#N)c1 (centres undefined)	·	0	·	·	·	26	9	11	·
48	O=C(Nc1nccs1)c1ccc(S(=O)(=O)NCC2CCCCC2)cc1	42*	-1	0	29	-9	0	-3	-13	-16
49	COc1ccccc1NC(=O)Cn1c(CCC(=O)O)ccc1-c1ccc(C)cc1	23	6	5	2	-2	22	-4	2	7
50	Cn1c(C(C(=O)NCC2CCCO2)N(C(=O)Cn2nnc3ccccc32)C2CCCCC2)nc2ccccc21 (centres undefined)	-3	7	0	-2	-4	-1	0	-1	1
51	COc1ccc(CN2CCN(S(=O)(=O)c3ccc(NC(C)=O)cc3)CC2)cc1	19	0	-2	12	2	10	5	·	·
52	C/C(=N\Nc1ccc([N+](=O)[O-])cc1)c1ccco1	5	-37	4	11	-9	-1	-23	5	1
53	CN(C(=O)COC(=O)c1ccc([N+](=O)[O-])cc1)c1ccccc1	-19	-4	-4	-7	-6	14	1	-18	-7
54	C/C(=N\Nc1ccc(Cl)c(Cl)c1)c1ccc(-n2ccnc2)cc1	4	1	-1	-1	-3	19	1	-6	3
55	CCOC(=O)N1CCN(c2c(N3CCOCC3)c(=O)c2=O)CC1	1	-1	-4	-8	-11	0	0	-9	4
56	O=C(O)c1sccc1OCc1ccccc1	1	-5	7	6	-2	21	2	-25	-5
57	OCCCc1nc2n(n1)C(c1ccccc1)C=C(c1ccccc1)N2 (centres undefined)	12	7	2	-1	-6	-2	-121	-13	3
58	CN(Cc1nccn1C)C(=O)CC1C(=O)NCCN1Cc1ccccc1C(F)(F)F (centres undefined)	0	-2	1	-23	-10	-1	0	-7	6
59	CCCNC(=O)c1nc(C)n(-c2cc(Cl)ccc2Cl)n1	3	-7	3	20	0	8	-45	-3	3
60	COc1ccccc1/C=N/NC(=S)Nc1cccnc1	9	5	6	-3	-6	18	2	-18	0
61	COC(=O)c1cn(CCOc2ccc(C)cc2)c2ccccc12	-29	0	-3	-9	-4	0	-2	-7	4
62	CN(C)CCCN1C(=O)c2oc3ccc(F)cc3c(=O)c2C1c1cccnc1 (centres undefined)	12	-12	4	8	-5	-6	1	2	-3
